# PKA-R2B act: PKA-R2B complex activation; AID 504700; PKA-R2B holoenzyme dissociation, Cy5-IP20 fluorescence polarization; R2B truncated from residue 108, S112A mutant; 0% DMSO only, 100% 113 µM cGMP; activation, % at 11.4 µM; P22694+P31323; 0.079% of 340,000 active;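 active means activation above a cutoff set at the mean over all compounds plus 3 SD, cut at about 18% in these data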;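 further: higher means more holoenzyme dissociation and a rise in polarization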
# LANA DNA inh: KSHV C-LANA DNA binding inhibition; 0.078% of 340,000 active; AID 504423; inhibition, % at 9 µM; MBP-C-LANA/FAM-LBS DNA binding, fluorescence polarization;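 active means highest replicate inhibition at or above 60% at 9 µM, even if other replicates fall short; inactive means all replicates below 60% inhibition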;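 further: 0% = neutral control wells and 100% = 4 µM acridine orange control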
# NSD2 HMT inh: NSD2 (human) methyltransferase inhibition. O96028. NSD2 peptide methylation, AlphaScreen, 120 min. inhibition, % at 12.5 µM. 0.54% of 310,000 active; in the data active means inhibition above about 50%
# Target sequence (O96028 whole entry, looked up): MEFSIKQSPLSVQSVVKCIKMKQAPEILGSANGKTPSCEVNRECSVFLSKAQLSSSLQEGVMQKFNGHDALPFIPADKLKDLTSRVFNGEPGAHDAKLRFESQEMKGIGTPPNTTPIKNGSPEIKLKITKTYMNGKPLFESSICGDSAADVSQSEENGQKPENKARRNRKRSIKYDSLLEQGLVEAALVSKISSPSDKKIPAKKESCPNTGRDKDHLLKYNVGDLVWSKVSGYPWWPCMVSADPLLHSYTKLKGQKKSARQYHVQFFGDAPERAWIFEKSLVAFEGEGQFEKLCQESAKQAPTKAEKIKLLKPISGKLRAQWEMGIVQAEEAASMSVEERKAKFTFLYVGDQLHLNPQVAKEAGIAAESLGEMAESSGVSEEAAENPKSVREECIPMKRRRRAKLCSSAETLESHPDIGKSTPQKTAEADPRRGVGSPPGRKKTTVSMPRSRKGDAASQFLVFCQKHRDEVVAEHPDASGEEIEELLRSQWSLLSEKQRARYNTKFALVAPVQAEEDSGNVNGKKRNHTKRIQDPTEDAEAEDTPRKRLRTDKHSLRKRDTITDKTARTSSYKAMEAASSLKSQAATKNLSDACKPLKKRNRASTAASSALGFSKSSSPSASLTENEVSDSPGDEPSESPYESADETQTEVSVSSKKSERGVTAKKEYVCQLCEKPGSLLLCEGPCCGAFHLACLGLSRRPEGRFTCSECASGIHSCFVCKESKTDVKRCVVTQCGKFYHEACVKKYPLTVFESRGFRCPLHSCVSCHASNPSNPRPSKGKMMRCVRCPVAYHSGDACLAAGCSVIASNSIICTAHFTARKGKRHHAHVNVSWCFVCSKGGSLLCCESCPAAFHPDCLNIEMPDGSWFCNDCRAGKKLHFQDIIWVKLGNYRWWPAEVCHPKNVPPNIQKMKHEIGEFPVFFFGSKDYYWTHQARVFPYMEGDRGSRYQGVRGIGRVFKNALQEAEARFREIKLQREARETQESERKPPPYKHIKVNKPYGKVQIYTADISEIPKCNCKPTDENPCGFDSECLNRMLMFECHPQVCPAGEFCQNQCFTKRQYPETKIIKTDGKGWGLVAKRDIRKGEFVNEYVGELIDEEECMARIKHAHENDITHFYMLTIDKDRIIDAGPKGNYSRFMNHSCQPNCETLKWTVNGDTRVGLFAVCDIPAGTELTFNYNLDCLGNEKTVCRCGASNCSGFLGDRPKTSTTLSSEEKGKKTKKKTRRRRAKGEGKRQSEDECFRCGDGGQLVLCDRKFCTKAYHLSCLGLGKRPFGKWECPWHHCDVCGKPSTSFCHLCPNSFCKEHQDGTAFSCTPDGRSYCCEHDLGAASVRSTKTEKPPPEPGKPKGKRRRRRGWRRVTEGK
# PvdQ acylase: blocks Pseudomonas aeruginosa PvdQ acylase activity; AID 488965; 0.063% of 340,000 active; inhibition, % at 10 µM; purified PvdQ acylase, fluorescence plate reader; in the data active means inhibition above about 30%, passing the limit was not always enough;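 further: 0% = vehicle neutral wells and 100% = reference inhibitor wells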
# SR-BI HDL uptake: inhibitors of mouse SR-BI mediated HDL lipid uptake | 0.96% of 320,000 active | inhibition, % at 12.5 µM | ldlA[mSR-BI] CHO cells, DiI-HDL uptake fluorescence, 3 h;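 active means mean replicate inhibition of at least 70% and a set share of replicates each scoring 70 or more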;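 further: 0% = median of neutral control wells and 100% = median of positive control wells; values of inactives mirror those of a sister screen read the other way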
# RTF Ca sens inh: cardiac RTF calcium desensitization | 0.12% of 340,000 active | IANBD-labeled cardiac RTF, Ca2+ fluorescence | inhibition, % at 7.15 µM | P19429+P45379 | AID 493244;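 active means inhibition above the mean inhibition of all tested compounds plus 3 SD, cut at about 17% in these data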;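 further: assay run at fixed EC70 calcium of 1.6 mM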
# Arrestin-AP2 inh: human beta-arrestin and AP2 interaction inhibition; FITC-arrestin peptide / GST-AP2 beads, flow cytometry; AP2 beta2 appendage carries R879A mutation; inhibition, % at 10 µM; 0.31% of 340,000 active; AID 504490;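 active means inhibition above a set limit, near 3 SD of compounds lacking own fluorescence, cut at about 54% in these data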;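 further: plate controls were DMSO wells for no effect and 5 µM unlabelled arrestin peptide for full effect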
#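 system = GST-tagged AP2 beta2-adaptin appendage (R879A) on 4 µm glutathione beads | reagent = FITC-labelled arrestin peptide probe, 50 nM final | schedule = compound with beads 12 min RT, then probe 1 h RT | signal = HyperCyt-sampled flow cytometry, FL1 channel, ex 488/em 535 nm | read-out = percent response from loss of bead-bound FITC fluorescence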
# SR-BI uptake up: SR-BI HDL lipid transfer activation | 0.096% of 320,000 active | activation, % at 12.5 µM | CHO ldlA[mSR-BI] cells, DiI-HDL uptake fluorescence, 3 h; 100 = double the neutral-control signal | AID 504775;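 active means mean replicate activation of at least 60% and every replicate at or above 60%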;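 further: 0% = median plate neutral-control signal and 100% = twice that signal; values of inactives mirror those of a sister screen read the other way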
#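 material = CHO ldlA[mSR-BI] cells | medium = Ham's F12 with 0.5% BSA, HEPES 25 mM, pH 7.4 | reagent = fluorescent DiI-HDL, 10 µg/mL final | compound dosing = single-point compound dose | incubation = 3 h, 37 °C | measured by = bottom-read fluorescence, 550/595 nm | measure = HDL uptake via cellular fluorescence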
# DAGLB inhibitor: blocks human DAGLB lipase activity | inhibition, % at 5.17 µM | 0.059% of 340,000 active | HEK293T DAGLB membrane lysate, EnzChek fluorogenic substrate | AID 504411 | Q8NCG7; in the data active means inhibition above about 34%;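 further: 0% = enzyme with vehicle and 100% = wells lacking enzyme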
# Keap1-Nrf2 PPI: disrupts human Keap1 binding to Nrf2 peptide | Q14145 | inhibition, % at 9.4 µM | Keap1 Kelch-Nrf2 peptide fluorescence polarization, 1536-well | 0.15% of 340,000 active; in the data active means inhibition above about 12%;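 further: human Keap1 Kelch domain with fluorescein labeled Nrf2 9mer peptide probe; 0% = neutral control wells and 100% = peptide positive control; higher means more block of Keap1 binding to Nrf2 peptide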
# * marks the source's active call; other numbers are inactive results; x = no result given. Compounds were not picked by outcome. About 2.1% of those tested had a hit in this group.
# A first look, 2 compounds:
SMILES,PKA-R2B act,LANA DNA inh,NSD2 HMT inh,PvdQ acylase,SR-BI HDL uptake,RTF Ca sens inh,Arrestin-AP2 inh,SR-BI uptake up,DAGLB inhibitor,Keap1-Nrf2 PPI
O=C(NCc1ccco1)c1ccc2c(=O)n(-c3ccccc3)c(=S)[nH]c2c1,-12,1.4,2,-4,-7,2,7,7,2,-2
O=C1C=C(NCc2ccccc2)C2(CCCCC2)O1,-1,3.5,-1,-12,5,2,-9,-5,0,5

# The listing, from the first entry:
SMILES,PKA-R2B act,LANA DNA inh,NSD2 HMT inh,PvdQ acylase,SR-BI HDL uptake,RTF Ca sens inh,Arrestin-AP2 inh,SR-BI uptake up,DAGLB inhibitor,Keap1-Nrf2 PPI
O=C(NCc1ccco1)c1ccc2c(=O)n(-c3ccccc3)c(=S)[nH]c2c1,-12,1.4,2,-4,-7,2,7,7,2,-2
O=C1C=C(NCc2ccccc2)C2(CCCCC2)O1,-1,3.5,-1,-12,5,2,-9,-5,0,5
CC(C)c1ccc(/C=N/NC(=O)c2ccccn2)cc1,1,1.3,3,-2,10,-3,-2,-10,2,-8
CCCCn1cnc2sc(-c3ccccc3)cc2c1=O,-9,-0.3,-2,-12,23,-3,-6,-23,-17,-5
Cc1ccc(C(=O)CCC2CCCC2=O)cc1 (stereo not drawn),2,0.0,1,-5,2,1,-3,-2,-3,3
CCCCC1=CC2=C(c3ccco3)C(=O)C(C)(OC(=O)c3ccc(OC)cc3)C(=O)C2=CN1CCc1ccccn1 (stereo not drawn),6,0.9,x,-8,-7,-20,18,7,1,-5
COc1ccc(-c2noc(CCC(=O)N3CCN(c4ccccc4C(F)(F)F)CC3)n2)cc1,-9,-0.3,x,13,-6,1,-1,6,-8,-2
Cc1cc(C(=O)OCC(=O)Nc2cc(Cl)ccc2C)c(C)o1,7,3.3,-4,-8,-5,-10,31,5,-5,3
Cc1ccc(N(CC(=O)N2CCN(c3ccc(F)cc3)CC2)S(=O)(=O)c2c(C)nn(C)c2C)cc1,0,-1.2,x,3,16,-3,17,-16,2,1
CN=C1S/C(=C\c2ccc(OCC(=O)OC)c(OC)c2)C(=O)N1C,-1,-0.7,-2,-4,-441,2,-11,441*,2,-8
O=C(CO/N=C/c1ccccc1OC(F)F)NC1CCCC1,-3,-1.0,-3,17,1,-6,6,-1,-5,-3
Cc1cc(C)nc(/N=C(\NC(=O)C(C)(C)C)Nc2ccc(F)cc2)n1,-2,0.1,22,-11,x,-6,26,x,1,0
Cc1ccc(C)c(CN2CCSCC2)c1,-6,0.6,-1,-17,3,-4,7,-3,1,-6
COc1ccc(NS(=O)(=O)c2c(C)[nH]c(=O)[nH]c2=O)c(OC)c1,0,0.6,-2,-15,-2,-1,6,2,-2,-3
CCSc1ccccc1C(=O)Nc1ccc(S(=O)(=O)NC(C)=O)cc1,-1,-0.1,-1,-6,-13,4,4,13,-1,-5
COc1ccccc1-n1c(SCC(=O)Nc2cccc(S(N)(=O)=O)c2)nc2ccccc2c1=O,2,1.3,7,-5,1,-11,12,-1,4,5
O=C(Nc1cccc(C(F)(F)F)c1)c1ccc2nc(N3C(=O)CCC3=O)sc2c1,-6,-0.6,0,-7,45,-3,-5,-45,3,-1
CCNc1nc(NCC)n2c(SC(C(=O)Nc3cc(C)ccc3OC)c3ccccc3)nnc2n1 (stereo not drawn),6,0.0,4,-3,19,-9,-14,-19,-1,3
C[C@H](NC(=O)c1nc[nH]c1C(=O)N[C@@H](Cc1ccccc1)C(=O)OC(C)(C)C)C(=O)OCc1ccccc1,-6,0.3,x,-6,17,-20,0,-17,-1,-2
O=[N+]([O-])c1cc(/C=N/n2c(-c3cccnc3)n[nH]c2=S)ccc1Cl,-4,-0.4,0,-16,-16,-21,-2,16,1,-6
CCCCN(C(=O)c1cc(OC)c(OC)c(OC)c1)C1=CC2CCC(C1)N2C (stereo not drawn),16,0.7,-1,8,8,-3,19,-8,-1,1
CCOC(=O)CN1NC2(CCC(C(C)(C)C)CC2)NC1=S (stereo not drawn),3,-2.8,1,0,-14,-11,1,14,-2,-2
COc1ccc(-c2csc(NC(=O)c3cc(=O)c4ccccc4o3)n2)cc1OC,-5,0.4,-1,-4,48,-13,4,-48,5,-5
CCN(CC)S(=O)(=O)c1cccc(-c2nnc(SCC(=O)c3ccc(Cl)s3)n2C)c1,-13,0.2,-1,-9,31,2,-1,-31,-2,-3
CCOc1ccc(CCNC(=O)c2cnc(C)cn2)cc1OCC,-2,0.3,-1,-17,-9,4,8,9,-2,-4
O=S(=O)(NCc1cn2ccsc2n1)c1ccc2c(c1)OCCO2,-11,0.9,-1,-5,-4,4,19,4,0,-2
CCc1ccccc1-n1c(SCC(=O)N2CCCC2)nnc1-c1ccccn1,6,-3.8,x,-13,-8,-3,-8,8,-5,3
COCCN1Cc2cccc(C(=O)N3CCN(c4ccccc4)CC3)c2C1=O,-3,0.3,0,-9,0,-4,-5,0,2,-4
Cc1nc2c(-c3ccccc3)c(C)nn2c(N)c1-c1ccccc1,-2,-0.3,-1,-9,23,14,-7,-23,-1,1
C=CCSc1nc(C)c(CCC(C)C)c(=O)[nH]1,-11,-0.5,0,-18,-25,0,-19,25,-1,-1
CCOC(=O)N1CCN(C(=O)c2cc3n(n2)C(C(F)(F)F)CC(c2ccc4c(c2)OCO4)N3)CC1 (stereo not drawn),-2,2.3,-1,-16,1,-8,-3,-1,0,-3
O=C1C=C(c2cc(C(F)(F)F)cc(C(F)(F)F)c2)C[C@@H](c2ccc(Cl)cc2)C1,6,1.1,x,-15,74*,-6,-1,-74,-29,-6
O=[N+]([O-])c1ccccc1Nc1ccccc1,-2,-0.3,15,-5,0,-10,-9,0,11,-5
Cc1cc(NC(=O)c2c(C)noc2C)no1,1,0.1,-1,-10,1,2,-1,-1,2,-4
O=C(O)c1ccc(NC(=O)c2ccccc2Br)c(NC(=O)c2ccccc2Br)c1,-3,1.1,-2,-11,x,-10,3,x,0,-9
CCCCCC(=O)Nc1cc(S(=O)(=O)N2CCCCC2)ccc1N1CCCCC1,-7,0.7,-1,-12,-12,-5,10,12,-16,-1
NS(=O)(=O)c1ccc(CCNCc2cc(Br)ccc2OCc2ccccc2)cc1,-3,-0.9,2,-11,6,4,5,-6,-4,1
CC(C)Oc1ccccc1NC(=O)CSc1nc2ccccc2c(=O)n1C,-2,0.2,-1,-21,65,-8,3,-65,-2,1
CC1CCc2sc(C(=O)Nc3ccc(N4CCOCC4)cc3)cc2C1 (stereo not drawn),5,-1.0,1,7,62,-1,48,-62,2,5
COc1ccc(C(=O)/C=C/C(=O)N(CC(=O)NC2CCCCC2)Cc2cccs2)c(O)c1,-5,-0.4,0,-14,25,0,1,-25,2,-6
Cn1c(Cc2ccccc2)n[nH]c1=S,-6,-0.3,x,-16,31,8,-8,-31,1,3
CCC1Nc2ncnc(N3CCN(c4ccccc4)CC3)c2N(Cc2ccc(Br)cc2)C1=O (stereo not drawn),-15,-1.9,x,8,-14,-2,6,14,8,-4
O=C(CCc1ccccc1)N1CCN(S(=O)(=O)c2cccs2)CC1,-1,0.1,-1,2,-9,3,0,9,1,-4
O=C(CNC(=O)c1ccc(Br)o1)NCC1CCCCC1,-2,1.4,-1,-3,2,1,19,-2,0,0
CC1=C(C(=O)NC(C)CCc2ccccc2)C2(CCC(C)CC2)OC1=O (stereo not drawn),-10,-0.5,-2,-11,-17,3,-2,17,-2,-8
CCOc1ccc(C2NC(=O)C(C#N)=C(S)N2c2ccc(OC)cc2)cc1OC (stereo not drawn),-2,-0.8,15,-10,2,3,0,-2,2,-5
Clc1ccccc1-c1nc(/C=N/N2CCOCC2)c2ccccn12,-27,1.3,7,-5,41,3,-9,-41,2,-1
COCCNC(=O)c1cc(S(=O)(=O)N2CCOCC2)ccc1SCc1cccc(OC)c1OC,4,1.2,-4,-8,17,-1,12,-17,0,-1
CC(C)Oc1cccc(C(=O)C2CCCN(C(=O)CCc3cnn(C)c3)C2)c1 (stereo not drawn),-9,0.0,5,-3,6,3,7,-6,-2,-2
NNC(=O)c1ccc(COc2cccc3cccnc23)cc1,4,0.8,2,-23,2,-15,-4,-2,-1,-5
COCCN1C(=O)CS/C1=C(/C#N)C(=O)NCc1ccco1,-1,2.3,x,-11,-7,-1,-16,7,1,-4
NC(=O)c1sc2nc3c(cc2c1N)CCCCCC3,-4,1.8,1,-12,9,-4,-5,-9,-3,-2
Cc1ccc2nc(CSc3nc(C)ccc3C#N)[nH]c2c1,-3,0.8,33,-13,x,-1,3,x,-3,-9
COc1cccc(/C=N/N2CCN(c3ccccc3OC)CC2)c1,-8,-0.2,11,-5,-1,4,-6,1,-2,-1
COC(=O)c1ccc(CSc2nc3ccccc3c(=O)n2-c2ccccc2)o1,-6,-0.1,1,-1,20,-1,1,-20,-4,-4
O=c1cc(N2CCC3(CC2)OCCO3)[nH]c(=O)n1-c1ccc(Cl)cc1,-7,0.1,2,-4,2,-9,9,-2,0,-2
CS(=O)(=O)NCCCNc1ccc(C(F)(F)F)cc1[N+](=O)[O-],7,-0.2,1,7,x,-2,29,x,1,-2
Cc1cc(C(=O)COC(=O)c2ccc(NC(=O)CC#N)cc2)c(C)n1CCc1ccc(F)cc1,6,-1.1,-3,-17,61,-10,-16,-61,-4,-11
COc1ccc(N2CCN(S(=O)(=O)c3ccc(C(=O)NCc4ccco4)cc3)CC2)cc1,5,-0.4,x,-6,-11,-5,0,11,0,1
O=C(NCC1CCN(Cc2cccc(Cl)c2)CC1)Nc1ccccc1Cl,11,-2.0,-4,-12,1,-3,4,-1,-4,3

# (cont.)
SMILES,PKA-R2B act,LANA DNA inh,NSD2 HMT inh,PvdQ acylase,SR-BI HDL uptake,RTF Ca sens inh,Arrestin-AP2 inh,SR-BI uptake up,DAGLB inhibitor,Keap1-Nrf2 PPI
CCn1nnnc1SCC(=O)Nc1nnc(C(C)C)s1,2,-1.7,18,-8,5,-7,6,-5,2,-3
CCCCOc1ccc(C(=O)N2CCCC2C(=O)O)cc1 (stereo not drawn),-7,-0.7,-2,-11,-6,2,4,6,0,-9
CCCc1nc2c(c(=O)c3ccccc3n2C)c(=O)n1C1CCCCCC1,-1,0.5,-1,-4,1,-1,16,-1,3,-3
CCN(CC)C(=O)CSc1nc2cc3c(cc2c(=O)n1CCCC(=O)NCCc1ccc(OC)c(OC)c1)OCO3,-1,-0.1,3,-3,22,-2,35,-22,0,-2
Cc1cc(C)cc(OCC(O)CN2CCN(C(=O)c3ccco3)CC2)c1 (stereo not drawn),-2,-4.9,1,8,14,3,-5,-14,-2,-2
COc1cc2oc(=O)cc(-c3ccc(-c4ccc(C#N)cc4)cc3)c2c(OC)c1OC,-1,0.8,x,2,55,-6,14,-55,-3,0

# Assay outcomes (PubChem BioAssay)
